Source: PubChem BioAssay (several laboratories)
HCT116 PTEN-null – PTEN-deleted cell growth suppression; viability, % at 10 µM; 140,000 compounds, 1.2% hits; HCT116 PTEN-null viability, CellTiter-Glo, 60 h; stronger effect = lower value;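 active means viability at or below a set limit, 4 SD under the median of all tested compounds, cut at about 3.7% in these data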;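 further: PTEN knockout HCT116 line with beta catenin targeted HCT116 as companion control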
MRP1 act – activators of MRP-1. H69AR cells + doxorubicin, viability rescue, CellTiter-Glo. viability increase, % at 10 µM. 140,000 compounds, 0.61% hits. AID 799;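 active means viability gain under doxorubicin at or above a set limit, the compound median plus 3 SD, cut at about 4.7% in these data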;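 further: MRP-1 overexpressing cells given doxorubicin 25 µM after compound pretreatment; 18-22 h compound pretreatment then 72 h with doxorubicin before readout; 0% = doxorubicin-only wells and 100% = vehicle-treated cells without doxorubicin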
GALR2 blocker – antagonists of human galanin receptor 2 (GALR2); O43603; GALR2-expressing cells, antagonist mode; inhibition, % at 4 µM; 140,000 compounds, 0.39% hits; in the data active means inhibition above about 27%;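 further: cells stimulated with galanin 1-16 at roughly its EC80; 0% = agonist challenge control and 100% = basal control without agonist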
Target sequence (O43603 whole entry, looked up): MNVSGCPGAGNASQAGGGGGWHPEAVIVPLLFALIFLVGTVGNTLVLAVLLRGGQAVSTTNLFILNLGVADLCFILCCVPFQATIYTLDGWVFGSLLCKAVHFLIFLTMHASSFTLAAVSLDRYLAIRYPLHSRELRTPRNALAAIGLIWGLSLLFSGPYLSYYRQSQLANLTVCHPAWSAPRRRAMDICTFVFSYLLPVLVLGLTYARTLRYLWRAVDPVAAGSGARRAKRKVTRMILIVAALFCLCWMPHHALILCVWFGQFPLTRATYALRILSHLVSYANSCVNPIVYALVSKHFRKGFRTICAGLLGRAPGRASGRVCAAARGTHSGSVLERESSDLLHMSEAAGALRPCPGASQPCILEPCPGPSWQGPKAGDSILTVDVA
NPY-Y2 antag – blocks the human neuropeptide Y Y2 receptor; 140,000 compounds, 0.99% hits; AID 793; NPY-Y2 expressing cells, antagonist mode; inhibition, % at 2.7 µM; P49146; in the data active means inhibition above about 17%;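 further: 0% = vehicle with agonist challenge and 100% = reference antagonist with challenge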
Target sequence (P49146 whole entry, looked up): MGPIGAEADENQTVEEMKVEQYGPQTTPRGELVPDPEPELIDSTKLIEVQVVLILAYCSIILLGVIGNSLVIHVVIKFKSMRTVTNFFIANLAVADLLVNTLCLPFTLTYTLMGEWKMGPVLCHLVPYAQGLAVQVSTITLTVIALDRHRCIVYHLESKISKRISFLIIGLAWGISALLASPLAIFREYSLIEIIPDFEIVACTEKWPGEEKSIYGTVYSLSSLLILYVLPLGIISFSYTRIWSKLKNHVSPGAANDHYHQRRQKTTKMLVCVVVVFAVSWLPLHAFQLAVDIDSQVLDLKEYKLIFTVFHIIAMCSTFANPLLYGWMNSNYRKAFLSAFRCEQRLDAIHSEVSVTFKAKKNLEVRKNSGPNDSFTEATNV
Yeast growth inh – yeast BB579 growth reduction in restrictive medium. 140,000 compounds, 0.51% hits. S. cerevisiae BB579 growth, OD615, 48 h. AID 804. inhibition, % at 10 µM;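 active means inhibition above a set limit, 3 SD over the mean compound inhibition, cut at about 44% in these data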; further: inactives centre near -24
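Detection: OD615 turbidity measurement; Material: Saccharomyces cerevisiae DeaD strain BB579, replicative lifespan model yeast; Timing: 48 h exposure, 30 °C; Doses: single 10 µM dose; Medium: CSMM-D restrictive synthetic medium containing dextrose (glucose); Controls: amphotericin B at 10 µg/mL as positive control.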
Yeast life ext – yeast lifespan extension | S. cerevisiae growth with nicotinamide, OD615; deaD strain in restrictive glucose medium | inhibition of the nicotinamide effect, % at 10 µM | 130,000 compounds, 0.68% hits | AID 775;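 active means inhibition above a set limit, placed 3 SD over the median of all compounds, cut at about 26% in these data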;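 further: 0% = nicotinamide-treated wells and 100% = cells grown without nicotinamide; some compounds called inactive have numbers as strong as hits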
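assay system = DeaD-strain S. cerevisiae | buffer or medium = restrictive glucose medium | reagent = 1.5 mM nicotinamide | compound = 10 µM single point, 0.25% DMSO | incubation = 48 h compound exposure at 30 °C, humidified | signal = OD615 measurement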
E-sel TNF inh – blocks E-selectin expression induced by TNF alpha; 120,000 compounds, 0.71% hits; inhibition, % at 2 µM; HUVEC TNFa-induced E-selectin immunofluorescence, high content; AID 1246;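 active means inhibition above the batch mean plus 3 SD, and confirmed as a hit on visual image review, cut at about 43% in these data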;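 further: 0% = TNF-stimulated DMSO wells and 100% = unstimulated control wells; not every result past the cut was called active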
bCat KO growth – beta-catenin-lacking colon tumor cell growth suppression; 140,000 compounds, 1.5% hits; HCT116 beta-catenin knockout viability, CellTiter-Glo, 60 h; stronger effect = lower value; AID 818; viability, % at 10 µM;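 active means viability at or under a set limit, the compound median less 4 SD, cut at about 6% in these data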;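 further: 0% = Hyamine 1622 control at 20 µM and 100% = untreated cell control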
Phagocyt inh – macrophage phagocytosis inhibition; J774A.1 macrophage IgG-bead phagocytosis, imaging; inhibition, % at 5 µM; 110,000 compounds, 0.07% hits; AID 1029;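 active means inhibition above the mean of the plate negative controls plus 5 SD, cut at about 13% in these data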;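 further: phagocytic index as fraction of beads internalized from green versus red external bead signal; plate controls were DMSO negative control for no effect and cytochalasin-D positive control for full effect; some results beyond the cut were filed as inactive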
Measles CPE – protection of cells from measles virus; Measles virus-infected cells, CPE protection, absorbance; protection (pct of control), % at 4 µM; 140,000 compounds, 1.5% hits; in the data active means protection mostly above about 24%, no sharp cut-off; inactive means mostly below about 26%; further: some compounds called inactive have numbers as strong as hits
* hit, by the source's call; nt = no result given.

SMILES	HCT116 PTEN-null	MRP1 act	GALR2 blocker	NPY-Y2 antag	Yeast growth inh	Yeast life ext	E-sel TNF inh	bCat KO growth	Phagocyt inh	Measles CPE
O=C(O)CCCCCN1C(=O)/C(=C\c2ccncc2)SC1=S	35	-4.6	-3	2	-15	52*	20	32	-8	13
COc1ccc(N=Cc2sc3ccccc3c2Cl)cc1	94	-2.1	7	3	-33	-10	-71	77	-1	22
CCOc1ccc(OCc2ccc(C(=O)O)o2)cc1	107	-2.8	8	2	8	-23	18	97	0	19
COc1ccc(C(=O)Nc2ccc(N3CCCC3)cc2)cc1	83	-1.1	2	-1	-10	-13	9	92	0	4
O=C1C2CC=C(Cl)CC2C(=O)N1CNc1ccccn1 (stereo not given)	109	-0.6	-1	1	-49	7	6	104	0	5
NC(=S)NNC(=O)c1ccccc1	102	-1.8	-5	2	-2	-9	8	93	nt	3
CCOc1ncccc1C(=O)N(C)CC1COc2ccccc2O1 (stereo not given)	80	-2.1	11	3	-39	-5	-4	82	nt	4
CC(=O)Nc1ccc(NC(=O)COC(=O)c2c3c(nc4ccccc24)CCN(Cc2ccccc2)C3)cc1	64	-4.3	18	2	-50	-5	18	62	-6	24
Cc1ccccc1-n1c(-c2cccnc2)n[nH]c1=S	103	-0.9	5	4	-33	-10	-24	86	-1	23
CC1(C)CC(=O)C2=C(C1)N(CC1CCCO1)C(=O)C2(NC(=O)c1cccnc1)C(F)(F)F (stereo not given)	56	-0.6	7	1	-23	-5	1	62	-2	13
CCn1c(CNc2ccc(OC)cc2)nnc1SCC(=O)c1ccc(OC)cc1	54	-2.5	-4	2	-33	0	-5	26	-1	7
Cc1nn(C)cc1CN(C)C(=O)CC12CC3CC(CC(C3)C1)C2	98	-0.5	-5	1	-37	10	nt	91	2	12
O=C(COc1ccccc1Cl)N1CCCC1	94	-1.8	-7	3	-27	-6	-2	94	3	3
CN1CCN(S(=O)(=O)c2ccc3c(c2)OCCO3)CC1	105	-0.4	-2	-1	-25	-1	5	89	nt	21
O=C(Nc1cccc(Cl)c1)Nc1ccc2c(c1)OCO2	60	-4.0	7	1	-13	-6	-14	66	0	5
OCC#CCSc1nnc(-c2ccccc2Br)o1	101	-2.7	1	-1	-6	-9	-6	100	-1	21
CC(=O)Nc1nc2c(c3c1c(=O)oc1ccccc13)CCCC2	104	-0.5	-13	5	0	-17	-1	105	-1	6
O=C(Nc1cc(C(F)(F)F)ccc1N1CCOCC1)c1ccc(Cl)nc1	76	-3.5	-7	0	-41	-11	-13	77	-1	5
COc1ccc(OC)c(C(=O)CSc2nnc(-c3cccs3)n2C)c1	101	-3.2	8	2	-23	-7	3	102	0	3
COc1ccc(S(=O)(=O)NC2(C(F)(F)F)N=C3SCCN3C2=O)cc1 (stereo not given)	97	0.4	3	1	5	-9	11	96	nt	6
CCCS(=O)(=O)N1CCC(C(=O)NCCN2CCC(Cc3ccccc3)CC2)CC1	72	-2.2	-2	4	-17	-10	nt	70	0	2
OCCN1CCN(Cc2cc(Br)cc(Br)c2O)CC1	99	-2.5	-5	3	-33	-16	-20	104	0	5
Cc1cnc(NC(=O)CN2CCN(c3ccccc3F)CC2)s1	106	-1.8	16	7	-41	nt	-10	91	nt	15
CCOC(=O)N1CCC(NC(=O)CN2C(=O)COc3ccc(C(C)(C)C)cc32)CC1	88	-2.4	7	2	-31	-6	nt	84	-1	9
Cc1ccc(CSCCNS(=O)(=O)c2ccc(C)cc2)cc1	91	-1.6	7	7	-33	10	0	97	-8	6

Next section, starting with the last 3 of the part before.
SMILES	HCT116 PTEN-null	MRP1 act	GALR2 blocker	NPY-Y2 antag	Yeast growth inh	Yeast life ext	E-sel TNF inh	bCat KO growth	Phagocyt inh	Measles CPE
Cc1cnc(NC(=O)CN2CCN(c3ccccc3F)CC2)s1	106	-1.8	16	7	-41	nt	-10	91	nt	15
CCOC(=O)N1CCC(NC(=O)CN2C(=O)COc3ccc(C(C)(C)C)cc32)CC1	88	-2.4	7	2	-31	-6	nt	84	-1	9
Cc1ccc(CSCCNS(=O)(=O)c2ccc(C)cc2)cc1	91	-1.6	7	7	-33	10	0	97	-8	6
CCOc1ccc(-c2cn(-c3cccc(SC)c3)c(=O)[nH]2)cc1	78	-3.1	3	1	-22	-2	nt	85	nt	12
CCC(C)NS(=O)(=O)c1ccc(-c2csnn2)s1 (stereo not given)	110	0.1	-13	2	-96	-7	-11	96	-1	27
CCOC(=O)C1=C(C)NC(=O)NC1c1c(O)ccc2ccccc12 (stereo not given)	76	-1.7	-5	1	2	-12	24	87	0	1
Cc1cccc(C)c1-n1c(SCC(=O)NCc2ccco2)nc2ccccc2c1=O	82	-2.4	0	13	5	-17	-10	94	nt	29
COc1ccc(CCNC(=O)CCCCCNc2nc(=S)[nH]c3ccccc23)cc1OC	93	-0.1	-8	-1	2	0	nt	92	nt	6
CCN(CC)CCN1C(=O)C(=O)/C(=C(/O)c2ccc(OC(C)C)cc2)C1c1ccncc1 (stereo not given)	103	1.6	7	5	-38	-8	4	97	-2	17
COc1ccc(OCC(=O)N2CCN(S(=O)(=O)c3ccc(Cl)cc3)CC2)cc1	109	1.7	-9	3	23	-15	nt	98	-2	4
CCOc1ccc(-n2c(=O)c3sccc3n(CC(=O)NCc3ccco3)c2=O)cc1	99	-1.8	-8	4	-29	-6	-8	94	-1	5
O=C(NCc1cccnc1)c1cccc(NC(=O)c2ccco2)c1	99	-3.6	4	1	-13	-5	-9	93	nt	2
COc1cc(C(c2c(C)[nH][nH]c2=O)c2c(C)[nH][nH]c2=O)ccc1OS(=O)(=O)c1ccc(C)cc1	77	-3.0	-3	-1	-16	8	nt	74	-1	2
CC1(C)CC(=O)c2sc(NS(=O)(=O)Cc3ccccc3)nc2C1	96	-2.7	5	4	-30	nt	-2	97	nt	8
COc1ccc(CCNc2ncnc3c2oc2ccccc23)cc1OC	16	-0.6	27*	10	7	-3	1	11	nt	4
COc1ccc(NS(=O)(=O)c2cc(NC(=O)c3ccco3)ccc2N2CCCCC2)cc1	32	-2.9	1	3	-38	10	nt	35	2	1
O=C(/C=C/c1cccs1)c1ccc(Br)cc1	20	-5.9	3	5	-32	-33	-23	12	nt	2
Cc1cccc(C(=O)N/N=C/c2ccc(OCC(=O)N3CCCCC3)cc2)c1	82	-3.8	11	2	-26	-10	-2	79	nt	3
CCOC(=O)C1CCN(C(=O)Nc2ccc3nc(-c4ccco4)c(-c4ccco4)nc3c2)CC1	77	-2.2	17	0	-9	-18	-8	76	0	37
CCOC(=O)c1cc(CC)sc1NC(=O)CC1Sc2ccc(C(F)(F)F)cc2NC1=O (stereo not given)	101	0.2	2	1	-37	7	nt	92	nt	5
Cc1cc(C)cc(NC(=O)c2nnn(Cc3cc(C)ccc3C)c2N)c1	64	-0.5	2	-3	-34	-16	nt	71	0	3
Cc1ccc(C)c(S(=O)(=O)N2CCCOC2CNC(=O)C(=O)NCCC2=CCCCC2)c1 (stereo not given)	70	4.5	1	4	-29	3	-1	66	1	7
O=C(Cn1c(=O)oc2cc(S(=O)(=O)N3CCCCC3)ccc21)N1CCc2ccccc21	19	-4.9	-4	-2	-19	-10	22	47	0	0
CCCC1CCc2c(sc(NC(=O)OCC)c2C#N)C1 (stereo not given)	26	-5.4	0	2	-27	nt	31	33	nt	7
CC(C)(C)C(=O)Nc1ccc(C(=O)N/N=C/C2CC3C=CC2C3)cc1 (stereo not given)	94	-1.2	7	1	-18	2	-13	90	2	3
Cc1ccc(Cn2nnc3c(=O)[nH]c(C4CCN(C(=O)c5cccs5)CC4)nc32)cc1	74	-4.0	-4	-2	-12	-4	-6	73	-4	16
O=C1c2ccccc2C(Nc2ccccc2F)N1c1cccnc1 (stereo not given)	91	-2.6	8	2	0	-6	nt	98	0	7
S=C(c1ccc(-c2ccc(Cl)cc2)o1)N1CCCCC1	84	1.0	-1	4	-21	-8	1	80	-1	0
SMILES	HCT116 PTEN-null	MRP1 act	GALR2 blocker	NPY-Y2 antag	Yeast growth inh	Yeast life ext	E-sel TNF inh	bCat KO growth	Phagocyt inh	Measles CPE
CCCOc1ccc(OCCNC2CCCC2)cc1	82	-0.3	5	2	7	-10	-7	82	nt	10
COc1cccc(C(=O)NCC(c2cccnc2)N2CCN(c3ccccc3OC)CC2)c1 (stereo not given)	70	-4.1	5	0	-4	-5	nt	75	nt	7
Cc1cc2cc(CNS(=O)(=O)c3ccccc3)ccc2n1C	79	-3.3	-6	2	-32	-7	-14	81	0	14
COc1ccc(S(=O)(=O)N(C)CC(=O)N2CCCCCC2)cc1OC	92	-1.0	-5	3	-12	-4	-3	87	5	15
CSCCC(NC(=O)COc1ccccc1)C(=O)N1CCN(c2ccccc2F)CC1 (stereo not given)	94	-0.3	4	10	-15	-14	1	93	nt	6
CCOC(=O)N=Nc1c(O)n(CC)c2ccccc12	99	-0.8	-1	1	-37	-6	8	91	-15	3
COC(=O)CC(=O)CSc1nc(C)cc(C)c1C#N	79	-1.4	14	4	-15	-5	28	93	-2	5
O=C(CCn1cnc2ccccc21)N/N=C/c1ccccc1O	16	2.6	6	4	-31	12	nt	16	4	18
Cc1cn(C2OC(COC(=O)c3ccccc3)C(O)C2O)c(=O)[nH]c1=O (stereo not given)	100	-0.7	-9	-2	-14	2	nt	96	0	2
CC(C)CC(NC(=O)c1ccccc1)C(=O)N/N=C/c1ccco1 (stereo not given)	102	-0.3	-5	3	-43	-3	-25	90	-1	2
O=C(O)CSc1ncn[nH]1	96	-1.1	-4	3	-14	-1	nt	94	-3	9
O=C(NC1CC1)C1C2C3C4CC5C3C5C4C12 (stereo not given)	100	-1.2	-1	1	-23	4	1	89	-4	4
Cc1ccccc1Cn1c(CN2CCc3ccccc3C2)nc2c1c(=O)n(C)c(=O)n2C	69	-4.3	-13	3	-46	1	24	66	nt	12
O=C(NCCc1c[nH]c2ccccc12)c1cccc(S(=O)(=O)Nc2ccccc2Cl)c1	91	0.1	-1	-1	-9	-6	nt	87	0	14
Cc1ccc(S(=O)(=O)N(Cc2ccccc2)c2ccccc2C(=O)NCc2cccnc2)cc1	80	-2.2	1	0	-2	4	nt	74	-11	12
O=C1CCN2C=Nc3cccc4ccc1c2c34	89	-1.8	29*	1	57*	-12	nt	82	2	12
COc1ccc(N2CCN(C(=O)C3CCCN(S(=O)(=O)c4cccc5cccnc45)C3)CC2)cc1 (stereo not given)	93	0.1	-2	0	-26	-10	nt	85	0	13
CCNc1ccc2noc3c2c1C(=O)c1ccccc1-3	46	-8.0	0	45*	-12	nt	13	33	nt	10
COc1ccc(-c2ccc(=O)n(CC(=O)Nc3nnc(C(C)C)s3)n2)cc1OC	90	0.1	-8	5	-14	-8	26	91	nt	27
Cc1cc(NC(=O)C2=C(O)c3ccccc3S(=O)(=O)N2C)no1	95	-0.3	-1	3	-8	5	nt	101	nt	11
COCCNC(=O)CSc1nc2ccc(N3CCOCC3)cc2c(=O)n1CCc1ccccc1	102	-0.3	-3	-2	-13	2	-57	98	2	4
